Compound activity as filed in PubChem BioAssay.
RECQ1 inh – qHTS Assay for Inhibitors of RecQ-Like Dna Helicase 1 (RECQ1). 240,000 compounds, 0.54% hits. ATP-dependent DNA helicase Q1 (Homo sapiens), P46063. AID 2549, 2010. RECQ1 DNA unwinding, red fluorescence kinetic read. Potency, µM (highest dose often 57.3 µM), inactives show at the highest dose activity, negative = inhibition, hits mostly inhibitors;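 further: plate controls were vehicle for no effect and no enzyme for full effect; nearly all actives have a fitted effect of over 30% in size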
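50 nM RECQ1T1 preincubated 15 min with compound in Tris pH 8.0 buffer with MgCl2, DTT, Tween-20 and 2.5 ug/ml poly(dI-dC); started with 200 nM TAMRA/BHQ-2 forked duplex and 2 mM ATP. Unwinding read as fluorescence (525/598 nm), two reads 2 h apart.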
NPSR antagonist – qHTS Assay for Antagonists of the Neuropeptide S Receptor: cAMP Signal Transduction; Potency, µM (top dose mostly 38.3 µM), inactives show at the highest dose activity change, negative = inhibition, usual class: inhibitors; Q6W5P4; 220,000 compounds, 1% hits; CHO-NPSR cells, cAMP TR-FRET, antagonist mode; further: on the % scale 0 is the no-effect control and ±100 the full control effect; nearly all actives have a fitted effect of over 50% in size; many of its hits are not listed in these tables
Target sequence (Q6W5P4 whole entry, looked up): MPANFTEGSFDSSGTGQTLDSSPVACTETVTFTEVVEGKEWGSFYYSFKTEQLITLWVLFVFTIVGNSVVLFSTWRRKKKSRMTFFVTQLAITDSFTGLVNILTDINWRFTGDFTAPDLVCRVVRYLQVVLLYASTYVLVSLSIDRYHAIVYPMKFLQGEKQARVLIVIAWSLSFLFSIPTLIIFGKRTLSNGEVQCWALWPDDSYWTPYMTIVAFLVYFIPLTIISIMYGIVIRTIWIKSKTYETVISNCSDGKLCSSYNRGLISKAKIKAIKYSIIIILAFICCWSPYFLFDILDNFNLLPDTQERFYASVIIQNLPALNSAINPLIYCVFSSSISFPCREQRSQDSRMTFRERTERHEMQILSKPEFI
Luc counter – Counterscreen for Luciferase (Kinase-Glo TM) Inhibition | Kinase-Glo luciferase, ATP luminescence, 8 min | Potency, µM (series often up to 38.3 µM), for inactives: top-dose activity change, negative = inhibition, actives largely listed as inhibitors | 200,000 compounds, 0.28% hits | AID 1379, 2008; further: on the % scale 0 is the no-effect control and ±100 the full control effect; nearly all actives have a fitted effect of over 60% in size
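Light output from Kinase-Glo luciferase with luciferin and 10 uM ATP in 50 mM imidazole pH 7.2, KCl, MgCl2, Tween 20, BSA; compound pin-delivered, 8-min ambient incubation, then luminescence read.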
SMN2 splice up – qHTS Assay for Enhancers of SMN2 Splice Variant Expression | HEK293 SMN2-luciferase splicing reporter, luminescence, 30-36 h | 210,000 compounds, 2.8% hits | Potency, µM (highest dose often 46.1 µM), for the others: top-dose activity change, positive = activation, most hits filed as activators; further: % of control where 0% means no effect; nearly all actives have a fitted effect of over 55% in size
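HEK293 cells carry an SMN2 […]–luciferase reporter in which exon 7 inclusion puts luciferase in frame. Cells were plated 10-12 h before compound addition, then incubated 30-36 h at 37C. ONE-Glo luminescence was read; sodium butyrate at 4.5 mM final served as control.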
IMPase Li cell – qHTS Assay for Identifying the Cell-Membrane Permeable IMPase Inhibitors: Potentiation with Lithium. CHO-M1 cells, IP1 TR-FRET (IP-One), carbachol + lithium. Potency, µM (titrated, usually from 59.4 µM), without a hit: top-dose activity, negative = IMPase inhibition, most hits filed as inhibitors. 210,000 compounds, 0.35% hits. AID 1457, 2008;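 further: IP1 builds up when IMPase is blocked and the TR-FRET signal falls; plate controls were basal vehicle for no effect and high inhibitor control for full effect; nearly all actives have a fitted effect of over 50% in size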
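Readout is a homogeneous TR-FRET IP1 immunoassay (Ex 320, Em 665 and 620), where raised cytosolic IP1 lowers signal. Cells were CHO-M1 treated 30 min at 37C with test compounds plus a little lithium; AC50 values came from Hill-equation fitting.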
JMJD2E inh – qHTS Assay for Inhibitors of Human Jumonji Domain Containing 2E (JMJD2E); Lysine-specific demethylase 4E (Homo sapiens), B2RXH2; JMJD2E catalytic domain, FDH-coupled NADH fluorescence (FDH is formaldehyde dehydrogenase); Potency, µM (titrated, usually from 57.1 µM), for the others: top-dose activity change, negative = inhibition, most hits filed as inhibitors; 230,000 compounds, 1.6% hits; AID 2147, 2009; active means well fitted inhibition curve with a large enough effect, not every such curve was filed as active; inconclusive means small, poorly fitted or top-dose-only effect, or another doubt; inactive means no such curve, though single readings can be large or run the other way;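 further: 0% = wells with enzyme and -100% = buffer wells without enzyme; nearly all actives have a fitted effect of over 50% in size; many of its hits are not listed in these tables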
Target sequence (B2RXH2 1-337 limits assumed): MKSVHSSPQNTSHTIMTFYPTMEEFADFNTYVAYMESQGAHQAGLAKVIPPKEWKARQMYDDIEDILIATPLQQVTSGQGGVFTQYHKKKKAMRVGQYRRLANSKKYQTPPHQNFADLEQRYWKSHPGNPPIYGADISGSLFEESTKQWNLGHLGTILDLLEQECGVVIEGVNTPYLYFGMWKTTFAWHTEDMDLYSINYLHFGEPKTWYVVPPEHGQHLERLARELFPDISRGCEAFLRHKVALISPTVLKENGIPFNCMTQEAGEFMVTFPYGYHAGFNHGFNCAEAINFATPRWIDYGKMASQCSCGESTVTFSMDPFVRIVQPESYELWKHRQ
Epigenetic derep – Quantitative High-Throughput Screen for Regulators of Epigenetic Control; murine LDR cells, GFP reporter derepression, 30 h; Potency, µM (top dose mostly 53.9 µM), for the others: at the highest dose GFP activation, usual class: activators; 280,000 compounds, 0.2% hits; further: % of control where 0% means no effect; nearly all actives have a fitted effect of over 60% in size
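Reporter derepression read as number of fluorescent GFP-positive objects, 20-120 um in size, counted by laser-scanning cytometer. Mouse LDR line with an epigenetically silenced CMV-GFP locus; compound incubation 30 h, 37 C.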
GoLoco inh red – qHTS Assay for Inhibitors of RGS12 GoLoco Motif Activity (Red Fluorophore); Potency, µM (top dose mostly 61.6 µM), without a hit: at the highest dose activity, negative = inhibition, hits mostly inhibitors; Gai1:RGS12 GoLoco peptide FP, rhodamine, 10 min; AID 880, 2007; 230,000 compounds, 0.44% hits; active means well fitted inhibition curve with a large enough effect, not every such curve was filed as active; inactive means no such curve, though single readings can be large or run the other way; further: on the % scale 0 is the no-effect control and ±100 the full control effect; nearly all actives have a fitted effect of over 30% in size; many of its hits are not listed in these tables
Target sequence (P63096 whole entry, looked up): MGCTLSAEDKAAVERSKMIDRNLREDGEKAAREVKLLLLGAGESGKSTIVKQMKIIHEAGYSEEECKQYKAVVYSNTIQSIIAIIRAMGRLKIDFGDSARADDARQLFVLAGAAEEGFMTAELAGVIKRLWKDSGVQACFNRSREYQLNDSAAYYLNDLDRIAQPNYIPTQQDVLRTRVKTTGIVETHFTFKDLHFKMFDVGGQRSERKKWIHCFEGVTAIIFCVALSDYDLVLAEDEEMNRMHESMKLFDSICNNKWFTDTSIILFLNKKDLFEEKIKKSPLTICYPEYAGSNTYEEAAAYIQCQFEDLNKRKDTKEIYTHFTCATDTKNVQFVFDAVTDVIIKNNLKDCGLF
Active calls of the source: *; i = inactive; ? = inconclusive; / = not tested or not shown; [ ] = remark or other dose. Unless noted, the call rests on the fitted dose curve; in most records, active means well fitted curve in the direction sought with a large enough effect; inconclusive means small, poorly fitted or top-dose-only effect, or another doubt; inactive means no such curve, though single readings can be large; an effect the other way counts as inactive or inconclusive. Potency means the concentration at half of the fitted maximal effect.

molecule	GoLoco inh red	RECQ1 inh	NPSR antagonist	Luc counter	Epigenetic derep	JMJD2E inh	IMPase Li cell	SMN2 splice up
COc1ccc(CNC(=O)C(c2ccco2)N(C(=O)CNS(=O)(=O)c2ccccc2)c2ccccc2C)cc1 (stereo unspecified)	9%	-7%	-10%	4%	0.1%	-5%	4%	-15%
COC(=O)N/N=C/c1cc(Br)ccc1O	20%	i	-6%	2%	-5.6%	?	7%	/
C=CCn1c(O)c(C(CC)=Nc2ccccc2NC(=O)CC)c(=O)[nH]c1=O	4%	i	-2%[46.1 µM]	-1%	-1.8%	2%	8%[38.3 µM]	-4%
CCSc1ccccc1C(=O)NCCc1ccccc1	1%	i	-7%	-1%	-4.5%	1%	2%	-1%
CCOc1cccc(Nc2cc3n(c(=O)n2)CCc2cc(OC)c(OC)cc2-3)c1	33%[activator]	-5%	-9%[46.1 µM]	3%	-2.2%	?	?	18%
C=C1CCN([C@@H](C)C(=O)NCc2cc(OC)c(OC)c(OC)c2)S(=O)(=O)c2ccccc21	-4%	i	-7%	/	0.0%	-12%	/	/
CCCS(=O)(=O)N1CCC(C(=O)NCCCOC(C)C)CC1	/	-10%	-10%[46.1 µM]	/	0.0%	15%	/	/
COc1cc(S(=O)(=O)NCc2cccnc2)ccc1F	-2%	i	-4%[46.1 µM]	-4%	-0.8%	1%	28%[38.3 µM]	-10%
O=C(CCn1c(=O)oc2ccccc21)Nc1ccon1	-5%	-6%	-8%[46.1 µM]	0%	-1.0%	9%	-4%	7%
Cn1c(-c2cccc([N+](=O)[O-])c2)[n+](C)c2ccccc21	8%	i	13%	0%	-3.3%	6%	9%	-16%
CCn1ccnc1CN1CCCC(C(=O)c2ccc3c4c(cccc24)CC3)C1 (stereo unspecified)	1%	i	?	/	-1.2%	?	10%	/
CCOc1cc(/C=C/c2cc(C(=O)O)c3ccccc3n2)ccc1OC	3%	-6%	-24%	0%	-0.9%	-26%	?	22µM*
COc1cc(N=Nc2c(O)c3ccccc3[nH]c2=O)c(OC)cc1N=Nc1ccccc1	40%[activator]	i	-11%	/	1.1%	-9%	/	/
CC(C)(C)C(=O)Nc1sc(-c2ccccc2)cc1C(=O)O	5%	-10%	13µM*	/	0.1%	?	/	/
O=C(NC1CC1)c1ccc(-n2cccc2)cc1	0%	-12%	6%	-5%	-0.1%	-3%	1%	11%
COc1cccc(/C=N/Nc2cc(-n3nc(C)cc3-c3ccccc3)ncn2)c1O	9%	3%	14%	2%	?	1%	13%	-107%[inhibitor]
c1ccc(CN2CCC(N=C3NN=C(c4ccc5c(c4)OCCO5)CS3)CC2)cc1	12%	-3%	-12%	-2%	1.1%	-26%	20%	-4%
Cc1cc(C)cc(NC(=O)CN(C)S(=O)(=O)c2cccc3nsnc23)c1	-1%	-18%	-9%[46.1 µM]	1%	1.1%	-3%	1%[38.3 µM]	-12%
CCC(=O)NC(=S)NNC(=O)c1ccc([N+](=O)[O-])cc1	-5%	-12%	-6%[46.1 µM]	1%	4.1%	3%	-9%[38.3 µM]	-7%
CCCC[C@@H]1C[C@H]1C(NC(=O)Cc1ccccc1)c1ccc(Cl)cc1 (stereo partly specified)	-6%	-5%	/	0%	1.7%	2%	2%	-2%
CCn1c(C2CC(=O)N(c3ccc(C)c(C)c3)C2)nc2ccccc21 (stereo unspecified)	4%	i	6%[46.1 µM]	-1%	0.0%	-4%	14%[38.3 µM]	-9%
CCOC(=O)N1CCC(Nc2c(Nc3cccc(CC)c3)c(=O)c2=O)CC1	10%	-5%	?	-2%	-0.9%	?	-13%[38.3 µM]	-8%
O=C1Oc2ccccc2C(=O)/C1=C\N1C(=O)N/C(=C\c2ccccc2O)C1=O	14%[14.2 µM]	/	/	-4%[7.66 µM]	/	/	1%	0%[9.22 µM]
CC(C(=O)N1CCN(C2c3ccccc3-c3ccccc32)CC1)N1C(=O)c2ccccc2C1=O (stereo unspecified)	-7%	-5%	-45%	-1%	3.1%	4%	5%	-18%
CCNC(=O)CC1S/C(=N/N=C(\C)c2ccccc2)NC1=O (stereo unspecified)	14%	i	9%	3%	-1.3%	-3%	7%	5%
CCCCCOc1ccc(C(=O)NCC2(c3ccccc3)CCOCC2)cc1	-6%	2%	?	4%	-1.7%	-6%	35%[activator][38.3 µM]	-46%[inhibitor]
CC(C)(C)NC(=O)c1ccnc(C(C)(C)C)c1	2%	0%	-13%[46.1 µM]	8%	0.0%	2%	52%[activator][38.3 µM]	-17%
CC12CN(Cc3ccccc3)CC(C)(CN(Cc3ccccc3)C1)C2=NO	-5%	-1%	1%[46.1 µM]	-2%	0.0%	-8%	-46%[38.3 µM]	2%
O=C(Cn1cnc([N+](=O)[O-])n1)N/N=C/c1ccc(O)cc1O	1%	1%	32%	/	0.9%	?	23%	/
CCOC(=O)N1CCN(C(=O)COc2ccccc2[N+](=O)[O-])CC1	-16%	-18%	7%	0%	-0.5%	?	-1%	11%
NC(=O)c1cc[n+](CC2=C(C(=O)O)N3C(=O)[C@@H](NC(=O)C(c4ccccc4)S(=O)(=O)[O-])[C@H]3SC2)cc1 (stereo partly specified)	9%	-1%	1%	5%	0.2%	3%	-2%	-17%
CCc1nc(NCCCN2CCOCC2)c2oc3ccccc3c2n1	2%	-1%	-5%[46.1 µM]	0%	-1.0%	?	29%[38.3 µM]	17%

Part of the list above, with values under each structure:
Results follow in this order: GoLoco inh red, RECQ1 inh, NPSR antagonist, Luc counter, Epigenetic derep, JMJD2E inh, IMPase Li cell, SMN2 splice up
COC(=O)N/N=C/c1cc(Br)ccc1O
 : 20%, i, -6%, 2%, -5.6%, ?, 7%, /
C=CCn1c(O)c(C(CC)=Nc2ccccc2NC(=O)CC)c(=O)[nH]c1=O
 : 4%, i, -2%[46.1 µM], -1%, -1.8%, 2%, 8%[38.3 µM], -4%

(more compounds)
molecule	GoLoco inh red	RECQ1 inh	NPSR antagonist	Luc counter	Epigenetic derep	JMJD2E inh	IMPase Li cell	SMN2 splice up
CC(C)(/C=N/O)/[N+]([O-])=C/c1ccccc1	0%	i	23%	/	0.3%	1%	/	/
O=C(Nc1ccc(CSc2ccccc2)cc1)c1ccccc1	4%	i	10%	-14%	-0.5%	?	5%	14%
N#Cc1ccc2ccn(CC(=O)NCc3ccco3)c2c1	7%	-21%	-10%[46.1 µM]	1%	0.8%	?	24%[38.3 µM]	6%
O=C(Nc1cccc(F)c1)N1CCCC2(CCN(C(=O)c3cc(C(F)(F)F)cc(C(F)(F)F)c3)CC2)C1	7%	-21%	/	-7%	/	/	2%	-5%
O=C(Nc1ccccn1)C1COc2ccccc2O1 (stereo unspecified)	-1%	-3%	10%	-15%	-1.0%	4%	4%	2%
Clc1ccc(CSc2nnc(-c3ccncc3)s2)cc1	1%	i	12%	/	-0.3%	-1%	/	/
O=C(C1=C[C@H](c2ccccc2)C[C@H](OCCCCO)O1)N1CCN(Cc2ccc3c(c2)OCO3)CC1	2%	i	28%	/	1.5%	-8%	11%	/
O=C(c1cnn2ccccc12)N(Cc1ccco1)C1CCCC1	7%	-11%	-5%[46.1 µM]	1%	0.7%	-11%	14%[38.3 µM]	-18%
O=C(CSc1nnc(-c2ccccc2)n1C1CCCCC1)N1CCCC1	3%	-2%	-11%[46.1 µM]	-2%	-2.1%	0%	16%[38.3 µM]	19%
CCOc1ccc(Nc2cc(Nc3ccccc3OCC)nc(C=C(C#N)C#N)n2)cc1	5%	-8%	13%	/	0.0%	1%	/	/
CCOC(=O)C(NC(=O)NCc1ccccc1)(OCC)C(F)(F)F (stereo unspecified)	-3%	-7%	6%	2%	0.0%	4%	3%	-24%
O=C(NCCS(=O)c1ccc(Cl)cc1)c1cccc(Cl)c1 (stereo unspecified)	-1%	-7%	2%	2%	-0.4%	-5%	-2%	-6%
CC(C)n1c(N2CCN(C(=O)Nc3ccc(F)cc3F)CC2)nc2ccccc21	-21%	-4%	-9%[46.1 µM]	-4%	5.3%	9%	-5%[38.3 µM]	-23%
CCOC(=O)c1cnc2ccc(C(=O)OC)cc2c1NCCN1CCOCC1	-1%	-2%	-17%[46.1 µM]	1%	0.7%	?	4%[38.3 µM]	-3%
Cc1sc2nc(C(C)(C)C)oc(=O)c2c1C	-7%	-15%	-13%[46.1 µM]	0%	0.0%	-9%	39%[activator][38.3 µM]	-13%
CCCOc1cccc(C(=O)NC(=S)Nc2ccc(N3CCN(C)CC3)cc2)c1	13%	i	4%	1%	-1.9%[10.1 µM]	-6%	36%[activator]	-25%
O=C(Nc1cccc2ncccc12)c1ccc(-c2ccc(Cl)cc2Cl)o1	9%	-5%	?	-2%	-1.2%	-14%	-10%[38.3 µM]	-9%
Cc1ccccc1N(C(=O)Cc1cccs1)C(C(=O)NC1CCCCC1)c1cn(C)nc1C (stereo unspecified)	4%	-9%	-1%	-2%	1.5%	7%	3%	-1%
COc1ccc(Cl)cc1NC(=S)NNC(=O)c1cccs1	2%	2%	26%	-12%	-0.4%	13%	-1%	/

Entries listed above printed as active in NPSR antagonist:
structure,GoLoco inh red,RECQ1 inh,NPSR antagonist,Epigenetic derep,JMJD2E inh,IMPase Li cell,SMN2 splice up
CC(C)(C)C(=O)Nc1sc(-c2ccccc2)cc1C(=O)O,5%,-10%,13µM*,0.1%,?,/,/

Not all compounds are listed, so the mix of outcomes need not match the whole.
